# From PubChem BioAssay
# NLRP3 yeast inh: blocks the NALP3 inflammasome reconstituted in yeast | inhibition, % at 10 µM | Yeast reconstituted NLRP3/ASC/caspase-1, beta-gal luminescence, 24 h | 330,000 tested, 0.39% active;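 active means inhibition of 50% or more; inactive means inhibition below 50%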;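 further: plate controls were induced DMSO wells for no effect and uninduced yeast grown without galactose for full effect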
# A3A deaminase: inhibitors of human APOBEC3A DNA deaminase; inhibition, % at 20 µM; AID 493011; P31941; recombinant A3A, FAM/TAMRA ssDNA deamination fluorescence; 330,000 tested, 0.41% active;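 active means at least 40% inhibition at 20 µM here, with at most 30% in a related deaminase screen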;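 further: plate controls were A3A with DMSO for no effect and wells lacking A3A enzyme for full effect; some results filed as inactive read as strong as hits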
# Target sequence (P31941 whole entry, looked up): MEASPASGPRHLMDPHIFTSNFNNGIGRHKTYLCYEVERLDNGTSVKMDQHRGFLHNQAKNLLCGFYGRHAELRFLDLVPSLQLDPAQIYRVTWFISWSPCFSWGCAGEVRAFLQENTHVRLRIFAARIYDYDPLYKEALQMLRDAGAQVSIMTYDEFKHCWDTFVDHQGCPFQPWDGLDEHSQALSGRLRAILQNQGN
# SENP1 FRET inh: blocks the human SENP1 SUMO protease catalytic domain; inhibition, % at 10 µM; 360,000 tested, 0.21% active; recombinant SENP1 catalytic domain, CyPet-SUMO1-YPet FRET cleavage; Q9P0U3;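 active means inhibition at least 30% at 10 µM, raw YFP signal under a set limit, fluorescence ratio 0.5 to 1.5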;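 further: 0% = enzyme with DMSO and 100% = no enzyme wells; some results filed as inactive read as strong as hits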
# Target sequence (Q9P0U3 419-644 limits assumed): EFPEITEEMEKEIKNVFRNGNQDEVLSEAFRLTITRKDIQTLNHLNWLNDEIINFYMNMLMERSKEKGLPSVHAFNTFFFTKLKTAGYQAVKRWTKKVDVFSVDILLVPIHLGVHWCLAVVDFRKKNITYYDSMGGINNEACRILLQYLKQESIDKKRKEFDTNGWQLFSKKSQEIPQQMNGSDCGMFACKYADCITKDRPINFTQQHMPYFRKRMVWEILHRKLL
#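 Controls: no-enzyme wells low, DMSO-plus-enzyme wells high control. Test system: human recombinant His6-tagged SENP1 catalytic domain enzyme. Reagent: SFCypet-SUMO1-SFYpet FRET protein substrate, 25 nM final. Doses: one dose per compound, 10 µM, 0.5% DMSO. Detection: FRET, CFP and YFP emission. Timing: 50 min reaction at room temperature.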
# hIAP inh: blocks human intestinal alkaline phosphatase | 330,000 tested, 0.12% active | purified IAP, CDP-Star luminescence, 30 min | inhibition, % at 10 µM | P09923 | AID 2544;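 active means inhibition reaching a set limit with compound at 10 µM in the primary screen, cut at about 35% in these data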;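 further: plate controls were DMSO wells with enzyme for no effect and no-enzyme buffer wells for full effect; values of inactives mirror those of a sister screen read the other way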
# mIAP block: blocks mouse intestinal alkaline phosphatase; inhibition, % at 10 µM; purified mouse IAP, CDP-Star luminescence, 30 min; 330,000 tested, 0.2% active;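 active means inhibition of at least 40% at 10 µM in the primary screen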;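 further: plate controls were DMSO with enzyme for no effect and no enzyme wells for full effect; values of inactives mirror those of a sister screen read the other way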
# APOBEC3G inh: inhibitors of human APOBEC3G DNA deaminase; AID 493012; inhibition, % at 20 µM; recombinant A3G, ssDNA deamination FAM/TAMRA fluorescence; Q9HC16; 330,000 tested, 0.28% active;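 active means inhibition of at least 40% at 20 µM, with no more than 30% in the related APOBEC3A deaminase screen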;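 further: plate controls were DMSO wells with A3G for no effect and wells lacking A3G enzyme for full effect; some compounds called inactive have numbers as strong as hits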
# Target sequence (Q9HC16 whole entry, looked up): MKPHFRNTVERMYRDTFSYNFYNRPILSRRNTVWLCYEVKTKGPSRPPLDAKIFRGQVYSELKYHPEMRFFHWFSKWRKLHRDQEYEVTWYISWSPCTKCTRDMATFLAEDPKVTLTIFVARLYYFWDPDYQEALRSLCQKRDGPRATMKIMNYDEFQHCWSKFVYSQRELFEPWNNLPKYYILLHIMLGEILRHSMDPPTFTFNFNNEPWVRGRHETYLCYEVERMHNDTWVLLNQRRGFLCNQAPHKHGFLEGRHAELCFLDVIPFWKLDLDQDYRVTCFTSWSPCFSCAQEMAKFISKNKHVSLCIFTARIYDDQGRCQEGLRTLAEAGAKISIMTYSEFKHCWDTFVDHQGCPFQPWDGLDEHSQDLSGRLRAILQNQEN
# beta cell repl: inducers of beta-cell replication in MIN6 cells. 330,000 tested, 0.29% active. MIN6 cells proliferation, ATPlite luminescence, 48 h; cells starved in 0.2% serum; 100% = growth in 10% serum. AID 2380. proliferation, % at 10 µM;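 active means compounds whose signal lies at least 3.5 SD above the mean of all wells on their plate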;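 further: 0% = DMSO-treated cells in low-serum medium and 100% = 10% serum control; some compounds called inactive have numbers as strong as hits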
# mIAP activ: mouse IAP activation | activation factor at 10 µM | muIAP, CDP-Star luminescence, 30 min; active compounds read high; 1 = vehicle-only enzyme signal, 0 = enzyme-free wells | 330,000 tested, 0.24% active;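 active means activation factor of at least 2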; further: the source names both 10 and 20 µM as test concentration; values of inactives mirror those of a sister screen read the other way
#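 Assay system: mouse IAP enzyme; reagent: chemiluminescent substrate CDP-Star; dosing: test compounds delivered from DMSO solution; schedule: 30 min at room temperature; measured by: luminescence from enzymatic CDP-Star hydrolysis; controls: DMSO-only wells and no-enzyme negative control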
# hIAP act: human IAP activation; P09923; purified human IAP, CDP-Star luminescence, 30 min; active compounds read high; 1 = vehicle-only enzyme, 0 = enzyme-free background; activation factor at 10 µM; 330,000 tested, 0.16% active; AID 2524;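 active means activation factor of the enzyme at least 2-fold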; further: the source names both 10 and 20 µM as test concentration; values of inactives mirror those of a sister screen read the other way
# Numbers without * were called inactive; / = not tested or not shown; & = joins results of further samples. A portion of the library; the hit share may differ from the screen's.
SMILES,NLRP3 yeast inh,A3A deaminase,SENP1 FRET inh,hIAP inh,mIAP block,APOBEC3G inh,beta cell repl,mIAP activ,hIAP act
COc1ccccc1NS(=O)(=O)c1ccc2oc(SC(C)C(=O)N3CCNC3=O)nc2c1 (configuration not stated),23,6,0,2,1,-7,0,0.99,0.98
C[n+]1c(/C=C/c2ccc3c(c2)OCO3)ccc2ccccc21,14,86*,5,-5,4,20,1,0.96,1.1
Cc1ccc2c(c1)N(C(=O)CCC(=O)N1CCN(c3cccc(C)c3C)CC1)CCO2,6,-3,3,8,2,-5,-3,0.98,0.92
COc1ccccc1NC(=O)NCC1(N(C)C)CCCCC1,-6,-3,-1,0,1,-11,0,0.99,1
O=C1/C(=C2/NCCN2C2CC(=O)N(c3ccccc3)C2=O)CC/C1=C\c1ccccc1 (configuration not stated),8,-3,-1,0,9,-1,-3,0.91,1
COc1ccc(NC(=O)COC(=O)c2cc3c(s2)CCC3)cc1,26,41*,-11,2,3,10,0,0.97,0.98
CC(Cl)C(=O)Nc1c2c(nn1-c1ccccc1)CSC2 (configuration not stated),2,-3,1,17,9,-1,2,0.91,0.83
O=C(CN1CCOCC1)N1CCCc2ccccc21,-5,4,3,-10,2,-3,-3,0.98,1.1
CN(C)c1ccc(C(=S)N2CCCC2)cc1Br,29,-2,0,-3,-2,-3,-1,1,1
Clc1ccccc1Cn1nnc2c(NCCN3CCOCC3)ncnc21,3,1,0,25,0,-3,-3,0.99,0.75
O=C(Cc1ccc(Cl)cc1)Nc1ccccc1N1CCOCC1,19,2,0,-8,2,0,-2,0.97,1.1
Cc1ccc(S(=O)(=O)/N=C(/NC(=S)Nc2ccccc2)c2ccccc2)cc1,19,-4,-4,8,-2,-6,-1,1,0.92
CCC1(C)Cc2c(sc3[nH]c(=S)[nH]c(=S)c23)CO1 (configuration not stated),0,-8,-39,-2,7,-11,-5,0.93,1
O=C(CC1S/C(=N/N=C/c2ccco2)NC1=O)Nc1ccccc1 (configuration not stated),0,-3,1,-20,3,-3,0,0.97,1.2
Cc1ccc(-c2nnn(CC(=O)N3CCCc4ccccc43)n2)cc1,25,-5,4,1,-12,-7,-2,1.1,0.99

# Part of the list above, with each value named.
Clc1ccccc1Cn1nnc2c(NCCN3CCOCC3)ncnc21
- NLRP3 yeast inh: 3
- A3A deaminase: 1
- SENP1 FRET inh: 0
- hIAP inh: 25
- mIAP block: 0
- APOBEC3G inh: -3
- beta cell repl: -3
- mIAP activ: 0.99
- hIAP act: 0.75

O=C(Cc1ccc(Cl)cc1)Nc1ccccc1N1CCOCC1
- NLRP3 yeast inh: 19
- A3A deaminase: 2
- SENP1 FRET inh: 0
- hIAP inh: -8
- mIAP block: 2
- APOBEC3G inh: 0
- beta cell repl: -2
- mIAP activ: 0.97
- hIAP act: 1.1

# Continued:
SMILES,NLRP3 yeast inh,A3A deaminase,SENP1 FRET inh,hIAP inh,mIAP block,APOBEC3G inh,beta cell repl,mIAP activ,hIAP act
Cc1ccc(S(=O)(=O)c2cn(C)c3cc(N4CCN(C)CC4)c(F)cc3c2=O)cc1,3,0,-2,18,2,0,-2,0.98,0.82
Nc1ccccc1N=Cc1ccc(-c2cccc(Cl)c2)o1,45,-3,0,-7,-7,-8,-5,1.1,1.1
Nc1nc2n(n1)C(c1ccco1)CC(c1ccc(Cl)c(Cl)c1)N2 (configuration not stated),12,3,2,-8,-6,1,-3,1.1,1.1
O=C(Nc1cccc(F)c1)Nc1ccnn1C1CCN(C(=O)CCN2CCCO2)CC1,12,-5,-1,-26,-4,-3,-2,1,1.3
CCOC(=O)C1=C(C)NC(=O)NC1c1ccc(OC(=O)c2ccco2)cc1 (configuration not stated),5,-2,0,3,4,-6,1,0.96,0.97
Cc1ccc(OCc2ccc(Br)cc2)c([N+](=O)[O-])n1,15,23,/,9,-2,-15,-4,1,0.91
COc1ccc(NS(=O)(=O)c2ccc(NS(=O)(=O)c3cccs3)cc2)c(OC)c1,13,0,-1,-16,-2,-1,-3,1,1.2
CCNc1nc2c(c(=O)[nH]c(=O)n2C)n1Cc1ccc(F)cc1,10,-1,1,14,0,-2,-3,1,0.86
Fc1ccc(COc2ccc(C(=S)N3CCCC3)cc2)cc1,36,-8,1,11,8,-4,-2,0.92,0.89
CCc1ccc(N2CC(C(=O)OCC(=O)NC3CCS(=O)(=O)C3)CC2=O)cc1 (configuration not stated),5,-1,2,5,-8,0,1,1.1,0.95
CCN(CC(=O)NCCc1ccc(S(N)(=O)=O)cc1)Cc1ccccc1,0,0,1,9,2,-4,-1,0.98,0.91
COc1ccc(NC(=O)N2CCCC(C(=O)NCc3ccccc3F)C2)cc1 (configuration not stated),7,-4,1,-23,-4,-1,-3,1,1.2
CC1CCCC(NC(=O)COC(=O)c2cccs2)C1C (configuration not stated),12,1,0,-9,-2,-6,1,1,1.1
CCOC(=O)c1cccc(NC(=O)CSc2nnc(C3CCCCC3)n2C)c1,12,-1,1,-6,-9,-3,-3,1.1,1.1
Cc1ccc(NC2CCCN(C(=O)CCN3CCOCC3)C2)cc1C (configuration not stated),16,-6,1,23,-6,1,-1,1.1,0.77
COc1ccccc1-n1c(N)cc(=O)nc1SCC(=O)Nc1cc(C)on1,14,-3,0,-8,-4,-4,-5,1,1.1
O=C(/C=C\c1ccccc1[N+](=O)[O-])Nc1ccccc1,42,-1,1,2,2,-6,-3,0.98,0.98
COc1ccc(Cl)cc1C(=O)Nc1cccnc1Cl,31,-6,0,14,5,-8,0,0.95,0.85
O=C(Nc1ccc(N2CCOCC2)cc1)C1CC(=O)N(c2ccc(Cl)cc2)C1 (configuration not stated),6,-5,0,2,-6,-7,-1,1.1,0.98
CC(=O)c1ccc(OCC(O)CN2CCC(C)CC2)cc1 (configuration not stated),-4,0,0,-12,-4,-1,-2,1,1.1
COc1ccccc1NC(=O)CN(Cc1ccco1)C(=O)c1ccc(N2CCCC2=O)cc1,7,7,-6,-8,-2,-5,-1,1,1.1
CCN(C[C@H]1N[C@@](C)(C(=O)OC)[C@H]2C(=O)N(Cc3ccccc3)C(=O)[C@@H]12)S(=O)(=O)c1ccc(F)cc1,-5,-3,0,-15,-13,-8,3,1.1,1.2
Cc1nc(NCCNC(=O)c2ccco2)c2c(C)c(C)sc2n1,1,-2,0,20,6,-3,1,0.94,0.8
CCC(CC)C(=O)OCC(=O)Nc1cccc(S(=O)(=O)N(C)c2ccccc2)c1,20,3,2,2,-18,0,-4,1.2,0.97
Cc1cccc(NC(=S)NC2CC3CCCC(C2)N3Cc2cccs2)c1 (configuration not stated),6,-2,4,10,-488,0,-5,5.9*,0.9
COc1ccc(S(=O)(=O)N2CCCN(CC(=O)Nc3ccc4c(c3)OCO4)CC2)cc1,-11,2,1,15,-2,1,-1,1,0.85
CN(C)C(=O)/C(=C/c1ccc(-c2cccc([N+](=O)[O-])c2)o1)NC(=O)c1ccccc1,17,2,-1,-16,6,-1,0,0.94,1.2
NC1=C(c2ccc(F)cc2)C(=O)CS1,2,-3,-4,-15,-1,-5,-3,1,1.1
Cc1ccc(-c2ccc(=O)n(CCC(=O)NCCN3CCCCC3C)n2)cc1 (configuration not stated),13,-9,-15,-13,2,0,5,0.97,1.1
CC(=O)c1ccc(-c2ccc(/C=C(/Sc3n[nH]c(C)n3)C(=O)O)o2)cc1,19,1,-34,-26,26,-4,-3,0.74,1.3
CCN(CC)S(=O)(=O)c1ccc(O)c(C(=O)OCC(=O)N(C)Cc2ccccc2)c1,10,-3,0,-6,1,-10,-2,0.99,1.1
C[C@H]1CCC[C@@]2(O[C@@H](CCO)C[C@@H](O)[C@@H]2O)O1,9,3,0,-6,0,2,0,1,1.1
CC1CCC2(CC1)NC(=O)N(NC(=O)CCl)C2=O (configuration not stated),6,1,2,17,5,2,1,0.95,0.83
C=CCNc1nc(C(=O)OCC(=O)Nc2c(Cl)cccc2C(F)(F)F)cs1,2,0,-2,-18,-4,0,0,1,1.2
COc1ccc(S(=O)(=O)N2CCN(C3Cc4ccccc4C3)CC2)cc1,36,2,-1,10,-5,0,1,1,0.9
COc1ccc(S(=O)(=O)N2CCN(Cc3cc(=O)n4ccccc4n3)CC2)cc1,29,6,-3,-7,-4,7,0,1,1.1
CC1=CC(C)(C)NC(=S)N1c1ccccc1C,-2,-2,1&0,1,0,-4,4,1,0.99
CCN(CC(=O)NCc1ccc(Cl)cc1)C(=O)CCc1ccccc1,6,-2,-5,1,-6,-7,-2,1.1,0.99
OCC#CCSc1nnc(-c2cccc3ccccc23)o1,25,4,1,-4,-8,-7,-1,1.1,1
CC1CC(C)CN(C(=S)SCc2nc(N)nc(Nc3ccccc3)n2)C1 (configuration not stated),11,0,-1,8,2,-10,-3,0.98,0.92
O=C(NCCCN1CCCC1=O)c1cc(-c2ccc3c(c2)OCO3)nc2ccccc12,12,-1,0,-1,-2,-3,1,1,1
O=C(Nc1ncc(Cc2ccccc2Cl)s1)C1CCCO1 (configuration not stated),35,4,0,-14,2,-5,-1,0.98,1.1
Oc1ccc2ccccc2c1/C=N/c1nccs1,-7,4,-53,-5,10,21,1,0.9,1.1
CC(=O)Nc1ccc(S(=O)(=O)Nc2cccn(Cc3ccc(C)cc3)c2=O)cc1,7,-3,-15,-5,2,-1,-1,0.98,1
CCC1CCCCN1C(=S)NC(=O)c1ccco1 (configuration not stated),6,-6,0,-5,-4,-9,-1,1,1.1
O=C(CN1CCNCC1)Nc1ccc(Oc2ccccc2)cc1,9,-2,-3,3,-6,-6,-3,1.1,0.97
CCOc1ccc(C(=O)N(CC)CC(=O)Nc2ccc3c(c2)OCCO3)cc1OCC,19,-5,2,1,10,-8,-1,0.9,0.99
COc1ccc(/C(O)=C2/C(=O)C(=O)N(c3ccccn3)C2c2ccc(OC)c(OC)c2)cc1 (configuration not stated),5,-3,18,9,0,-2,-1,1,0.91
COc1ccccc1N1CCN(C(=O)CSc2ccccc2)CC1,21,4,1,5,2,6,-2,0.98,0.95
C/C(=N\NC(=O)c1cc(C)nc2ccccc12)c1ccccn1,0,1,0,-66,0,-5,-8,1,1.7
COc1cc(/C=C(\C#N)C(=O)Nc2ccccc2C(=O)O)cc(Cl)c1OC,17,2,-5,-7,5,-4,-4,0.95,1.1
O=C1CSC2(N1)C1CC3CC(C1)CC2C3 (configuration not stated),-1,-4,0,6,5,-4,2,0.95,0.94
Cc1ccc(Cn2ccc(NC(=O)c3cc(-c4ccc(Br)cc4)on3)n2)cc1,6,-8,1,-12,-6,-8,-4,1.1,1.1
NC(=O)C1CCN(C(=O)c2ccc3c(=O)n(Cc4cccc(Br)c4)c(=S)[nH]c3c2)CC1,26,-6,3,32,10,-9,0,0.9,0.68
O=C(NCc1ccccc1)c1c(O)c2ccccc2[nH]c1=O,31,-5,3,-19,1,-8,-4,0.99,1.2
CN(Cc1cnccn1)Cc1c(C(=O)N2CCc3ccccc3C2)nc2ccc(Cl)cn12,1,-3,-2,-4,3,-5,1,0.97,1
